# Assay outcomes: PubChem BioAssay, several laboratories
# TDP2 absorb = TDP2 (human) inhibition, absorbance primary screen; O95551; recombinant TDP2, T5PNP hydrolysis, p-nitrophenol absorbance 415 nm; AID 720702; actives 0.34% (n = 370,000); inhibition, % at 12.8 µM;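 active means inhibition above the mean of all tested compounds plus 3 SD, set per campaign, cut at about 25% in these data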;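 further: 0% = DMSO with enzyme and 100% = buffer with substrate but no TDP2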
#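 Assay system: Recombinant human TDP2 | Quantity: 120 nM TDP2 per well | Incubation: 2 h at 37 °C | Signal: Epi absorbance | Evaluation: Percent inhibition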
# TCR-CD3 inh = blocks the human TCR-CD3 interaction; actives 0.37% (n = 360,000); inhibition, % at 9.4 µM; AID 651800; TAMRA-labeled TCR probe fluorescence, biochemical; in the data active means inhibition above about 19%;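 further: recombinant mutant TCR 2C K166C tagged with TAMRA read by polarization; 0% = receptor in buffer alone and 100% = receptor with positive control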
# PRMT1 FP inh = inhibitors of human PRMT1. Q99873. recombinant PRMT1, activity-based probe fluorescence polarization. inhibition, % at 2.79 µM. actives 1.3% (n = 370,000). AID 652257;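 active means inhibition above about 21% made by adding two undisclosed values, limit read from the data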
# HTRA1 inhibitor = HTRA1 (human) protease inhibition; Q92743; recombinant HTRA1, FP-rhodamine activity-based probe, fluorescence polarization; inhibition, % at 5.96 µM; actives 0.5% (n = 340,000); in the data active means inhibition above about 36%;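 further: 0% = enzyme with DMSO and 100% = wells lacking enzyme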
# Target sequence (Q92743 whole entry, looked up): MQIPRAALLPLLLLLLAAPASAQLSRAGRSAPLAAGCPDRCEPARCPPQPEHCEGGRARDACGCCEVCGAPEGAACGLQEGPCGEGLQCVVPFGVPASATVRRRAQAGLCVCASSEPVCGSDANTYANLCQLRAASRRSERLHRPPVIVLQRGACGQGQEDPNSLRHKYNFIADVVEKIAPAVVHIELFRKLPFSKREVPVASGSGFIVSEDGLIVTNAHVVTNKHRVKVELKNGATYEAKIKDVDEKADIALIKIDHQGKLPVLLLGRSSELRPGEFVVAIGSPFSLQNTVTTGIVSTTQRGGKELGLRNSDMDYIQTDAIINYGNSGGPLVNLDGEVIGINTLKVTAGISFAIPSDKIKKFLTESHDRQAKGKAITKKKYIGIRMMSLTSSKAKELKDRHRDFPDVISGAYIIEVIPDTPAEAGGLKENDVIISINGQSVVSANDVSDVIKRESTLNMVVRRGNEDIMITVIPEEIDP
# SIAE inh = blocks human sialic acid acetylesterase; Q9HAT2; SIAE FP-Rh probe binding, fluorescence polarization; inhibition, % at 9.66 µM; actives 0.69% (n = 370,000); AID 1053197;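 active means inhibition above a cutoff: mean of compounds within the control limits plus 3 SD of those, cut at about 17% in these data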;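 further: 0% = plate median of compound wells and 100% = probe without SIAE protein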
# MBD2 DNA inh = blocks human MBD2 binding to methylated DNA | Q9UBB5 | TR-FRET, MBD2 binding to methylated oligonucleotide | inhibition, % at 4.4 µM | actives 0.31% (n = 370,000); in the data active means inhibition above about 13%
# rCAG RNA binder = molecules binding r(CAG) RNA repeats | r(CAG) RNA repeat, TO-PRO-1 dye displacement fluorescence | AID 651821 | inhibition, % at 3 µM | actives 1.3% (n = 370,000);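 active means inhibition above the plate cutoff, the mean of all test compounds on that plate plus 3 SD, cut at about 35% in these data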;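 further: 0% = DMSO alone and 100% = 100 µM mitoxantrone as full dye displacement; higher means more dye released from RNA so lower well fluorescence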
# GC-B act = GC-B (human) receptor activation; HEK293-GC-B cells, CNP EC30, cGMP TR-FRET; 0% at EC30 CNP, 100% saturating CNP; activation, % at 10 µM; actives 0.11% (n = 370,000);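 active means activation at 10 µM reaching about 35% in either raw or pattern-adjusted values, limit read from the data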
# mABHD4 FP = inhibits mouse alpha/beta hydrolase domain 4; purified mABHD4, FP-Rh probe fluorescence polarization; inhibition, % at 8.92 µM; Q8VD66; actives 0.54% (n = 370,000);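 active means inhibition exceeding the mean over every tested compound plus 3 SD, cut at about 30% in these data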;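 further: 0% = plate median of compound wells and 100% = S159A mutant with DMSO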
# Target sequence (Q8VD66 whole entry, looked up, the tested form may be a part): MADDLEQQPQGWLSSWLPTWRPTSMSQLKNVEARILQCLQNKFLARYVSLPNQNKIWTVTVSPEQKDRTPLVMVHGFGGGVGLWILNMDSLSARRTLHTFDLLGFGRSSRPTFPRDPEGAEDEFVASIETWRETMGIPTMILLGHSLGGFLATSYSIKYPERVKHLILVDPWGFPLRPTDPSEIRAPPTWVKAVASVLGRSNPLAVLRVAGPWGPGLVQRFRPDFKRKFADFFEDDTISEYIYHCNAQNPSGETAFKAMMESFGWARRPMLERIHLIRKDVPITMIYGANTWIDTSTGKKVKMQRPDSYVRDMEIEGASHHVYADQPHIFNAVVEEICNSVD
#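 Assay system: Wild-type mouse ABHD4 protein | Medium: HEPES pH 7.0 buffer, 150 mM NaCl, 0.01% Pluronic F-127 | Incubation: Enzyme–compound pre-incubation 45 min, then probe 60 min, both 25 °C | Technique: Fluorescence polarization with parallel and perpendicular emission, 525/598 nm | Evaluation: % inhibition of FP-Rh probe binding versus controls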
# LEDGF integ inh = blocks HIV-1 LEDGF/p75-dependent DNA integration. TR-FRET IN-LEDGF/p75 DNA integration, Eu/Cy5. inhibition, % at 3.7 µM. actives 0.64% (n = 370,000);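 active means inhibition above the screen-wide mean plus 3 SD, cut at about 13% in these data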;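 further: signal is the Cy5 over europium emission ratio at 671 and 618 nm; 0% = plate median of compound wells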
# * = called active by the depositor; / = no result given. A portion of the library; rates above refer to the full screens.
# Start of the listing, in advance:
SMILES,TDP2 absorb,TCR-CD3 inh,PRMT1 FP inh,HTRA1 inhibitor,SIAE inh,MBD2 DNA inh,rCAG RNA binder,GC-B act,mABHD4 FP,LEDGF integ inh
O=C(NCc1ccccc1)c1cccc(NS(=O)(=O)c2cccc3cccnc23)c1,4,3,-3,-6,2,-2,3,0,-10,3
CCCC(C(=O)O)N1C(=O)/C(=C/c2cccn2C)SC1=S (stereo unspecified),-8,7,-11,-2,-6,-22,30,1,-17,4
CCc1ccc(C(=O)Nc2ccc3nc(C)ccc3c2)cc1,-1,3,0,-17,3,-2,4,-4,-3,-4
NS(=O)(=O)c1ccc(N/C=C\C(=O)c2cccc3ccccc23)cc1,-2,0,-4,-16,3,-4,15,4,-15,4
COC(=O)NCc1ccc(CNC(=O)OC)cc1,-11,7,-1,3,3,0,1,8,-1,-3
Cc1onc(-c2ccccc2)c1C(=O)Nc1ccc2c(c1)OCCO2,-15,6,-1,4,8,-3,-3,2,-10,-5
COc1ccccc1NC(=O)c1ccc(NC(=O)c2ccc(=O)[nH]c2)cc1,2,-7,5,-1,-2,-5,3,-3,1,-4
O=C(CNC(=O)c1ccccc1F)NCCc1ccc(Cl)cc1Cl,-1,9,1,-13,-1,-1,-5,-3,1,5
O=C(Nc1ccc2c(c1)OCO2)c1ccc2sc([C@@H]3O[C@H](CO)[C@H](O)[C@H](O)[C@H]3O)nc2c1,0,-3,3,/,1,0,3,-1,-2,0
O=C(c1cc([N+](=O)[O-])ccc1N1CCOCC1)N1CCN(c2ccc([N+](=O)[O-])cc2)CC1,3,-3,1,-3,1,2,0,0,1,-1
Cc1ccc(Cn2nnc3c(=O)[nH]c(C4CCN(S(=O)(=O)c5ccc(F)cc5)CC4)nc32)cc1,-11,-6,3,-36,-2,5,12,0,-13,-1
CCN(CC)S(=O)(=O)c1ccc(Cl)c(NC(=O)COC(=O)c2ccc(O)cc2)c1,-15,-3,-2,-9,-7,3,4,1,-17,1
CSc1ccccc1C(=O)NC1CCCC1,8,5,2,-3,-1,-2,-1,5,3,-1
Cc1cc(Cl)ccc1OCC(=O)N/N=C/c1ccncc1,11,-8,0,-8,6,3,1,-1,-7,3

# The whole of this part, previewed entries included:
SMILES,TDP2 absorb,TCR-CD3 inh,PRMT1 FP inh,HTRA1 inhibitor,SIAE inh,MBD2 DNA inh,rCAG RNA binder,GC-B act,mABHD4 FP,LEDGF integ inh
O=C(NCc1ccccc1)c1cccc(NS(=O)(=O)c2cccc3cccnc23)c1,4,3,-3,-6,2,-2,3,0,-10,3
CCCC(C(=O)O)N1C(=O)/C(=C/c2cccn2C)SC1=S (stereo unspecified),-8,7,-11,-2,-6,-22,30,1,-17,4
CCc1ccc(C(=O)Nc2ccc3nc(C)ccc3c2)cc1,-1,3,0,-17,3,-2,4,-4,-3,-4
NS(=O)(=O)c1ccc(N/C=C\C(=O)c2cccc3ccccc23)cc1,-2,0,-4,-16,3,-4,15,4,-15,4
COC(=O)NCc1ccc(CNC(=O)OC)cc1,-11,7,-1,3,3,0,1,8,-1,-3
Cc1onc(-c2ccccc2)c1C(=O)Nc1ccc2c(c1)OCCO2,-15,6,-1,4,8,-3,-3,2,-10,-5
COc1ccccc1NC(=O)c1ccc(NC(=O)c2ccc(=O)[nH]c2)cc1,2,-7,5,-1,-2,-5,3,-3,1,-4
O=C(CNC(=O)c1ccccc1F)NCCc1ccc(Cl)cc1Cl,-1,9,1,-13,-1,-1,-5,-3,1,5
O=C(Nc1ccc2c(c1)OCO2)c1ccc2sc([C@@H]3O[C@H](CO)[C@H](O)[C@H](O)[C@H]3O)nc2c1,0,-3,3,/,1,0,3,-1,-2,0
O=C(c1cc([N+](=O)[O-])ccc1N1CCOCC1)N1CCN(c2ccc([N+](=O)[O-])cc2)CC1,3,-3,1,-3,1,2,0,0,1,-1
Cc1ccc(Cn2nnc3c(=O)[nH]c(C4CCN(S(=O)(=O)c5ccc(F)cc5)CC4)nc32)cc1,-11,-6,3,-36,-2,5,12,0,-13,-1
CCN(CC)S(=O)(=O)c1ccc(Cl)c(NC(=O)COC(=O)c2ccc(O)cc2)c1,-15,-3,-2,-9,-7,3,4,1,-17,1
CSc1ccccc1C(=O)NC1CCCC1,8,5,2,-3,-1,-2,-1,5,3,-1
Cc1cc(Cl)ccc1OCC(=O)N/N=C/c1ccncc1,11,-8,0,-8,6,3,1,-1,-7,3
Cc1ccc(NC(=O)C2CCN(C(=O)OC(C)(C)C)CC2)cc1S(=O)(=O)N1CCCCC1,-1,3,1,-20,2,0,-1,-2,-2,-3
O=C(Nc1ccc(-c2csnn2)cc1)C(Cl)(Cl)Cl,-1,-5,2,-7,-5,3,-1,-3,-11,4
COc1ccc(C(=O)NCc2nnc(SCC(=O)NO)n2Cc2ccccc2)cc1,6,0,2,10,15,3,-2,1,4,-5
C=CC[C@H](CC(=O)N(CCO)Cc1ccccc1)C(=O)N[C@H](C)COC(=O)[C@@H](CC=C)CC(=O)OC(C)(C)C,-1,2,-2,7,3,2,-8,-1,-1,-1
COc1ccc(N2CCN(CCCNC(=O)c3cc4sccc4n3C)CC2)cc1,-2,5,-3,2,4,-2,-5,-1,-1,2
CC(=O)Nc1ccc(-c2cc(N)n(-c3ccccc3)n2)cc1,-9,3,-2,-1,-11,-1,20,-3,-10,2
Cc1ccc(C2=NN(CC(=O)NCCN(CC(C)C)CC(C)C)C(=O)CC2)cc1,11,0,-3,5,15,2,-10,4,2,0
O=C(CS(=O)(=O)c1ccccc1)Nc1ccc(Br)cn1,-3,4,-2,2,-3,2,1,4,4,2
Cc1cc(C(=O)NC(C)c2ccc3c(c2)OCO3)cs1 (stereo unspecified),12,-4,2,0,-2,0,17,7,-4,1
COc1ccc(NC(=O)c2cc3ccccc3o2)cn1,12,3,4,-3,1,-4,0,1,4,2
COc1ccc(CCNC(=O)COC(=O)C2=NNC(=O)CC2)cc1,2,-1,2,2,-3,0,1,-1,-1,1
Cc1cc(Cl)ccc1OCC(=O)OCC(=O)N(CC(C)C)c1c(N)n(Cc2ccccc2)c(=O)[nH]c1=O,4,-6,2,-2,-2,3,3,-5,-7,-6
CCN(CC)S(=O)(=O)c1cc([N+](=O)[O-])ccc1NNC(=O)Nc1ccc(F)cc1,-2,-3,3,-41,7,-2,8,4,0,1
O=C(NC(=S)Nc1ccccc1O)c1ccc(Cl)cc1Cl,7,12,-2,-14,-5,-3,4,1,-13,2
CCCCCCc1cc2cc(C(=O)Nc3ccccc3OC)c(=O)oc2cc1O,13,5,-2,9,2,-5,2,-2,1,2
O=C(Nc1cccc([N+](=O)[O-])c1)c1ccc2nsnc2c1,-12,-2,-3,-3,3,-3,1,-11,2,10
CCOc1ccc(/C=N/NC(=O)CN2CCCCCCC2)cc1,-4,-1,6,-5,2,1,-7,3,12,2
O=C1NN=C(c2ccccc2)C1Cc1ccccc1 (stereo unspecified),6,5,-3,-4,4,-4,6,-5,-6,-3
COc1cccc(CN2CCNC(=O)C2CC(=O)N(C)CCC2CCOCC2)c1 (stereo unspecified),13,6,2,-6,3,-1,-4,1,5,3
CSCCC(NC(=O)c1ccccc1Br)C(=O)NCC1CCCCC1 (stereo unspecified),1,2,1,2,1,5,-8,0,-2,-2
Cc1ccc2nc(-c3cccs3)oc(=O)c2c1,7,4,-2,-29,-6,1,1,-7,-2,5
COCCN1C(=O)C(=O)/C(=C(/O)c2ccc3c(c2)OCCO3)C1c1ccc(C(=O)OC)cc1 (stereo unspecified),-17,-5,-2,1,-6,-4,4,-1,-4,-10
CCOC(=O)C1=C(COC(=O)c2ccc(Br)c(S(=O)(=O)N3CCOCC3)c2)NC(=O)NC1C (stereo unspecified),4,4,-4,-13,-10,1,4,-5,-4,3
Nc1ccccc1C(=O)NCc1ccc(F)cc1,3,-6,-2,-1,-1,1,-2,5,8,-3
OCC1OC(O)CC(O)C1O (stereo unspecified),-8,7,-5,-1,-1,-7,-1,-10,2,3
O=[N+]([O-])c1ccccc1Nc1ccc(O)cc1,-2,1,9,14,3,-5,3,-14,9,-3
CC(=O)c1sc(C(C)(C)C)cc1NC(=O)/C=C/C(=O)O,-7,-5,12,1,-5,4,0,6,-15,-3
COc1ccc(-c2oc3c(c2-c2cnc(OC)nc2)C(O)CC3)cc1 (stereo unspecified),6,-2,8,/,2,6,4,-3,8,4
CCOc1cccc2sc(N3CCN(C(=O)c4ccc5ncsc5c4)CC3)nc12,-1,5,4,4,-7,3,-3,1,0,1
O=C(c1ccccc1NS(=O)(=O)c1ccc([N+](=O)[O-])cc1[N+](=O)[O-])N1O[C@@H]2C=C[C@H]1C2,4,0,17,18,4,7,35*,-4,20,4
CC(=O)c1ccc(C(=O)Nc2ccc3c(c2)C(=O)NC3=O)cc1,3,7,-4,-3,-7,-7,3,-12,-4,2
CC1(C)CC(=O)C2=C(C1)NC(SCC(=O)Nc1ccccc1)=C(C#N)C21CCCCC1,2,-4,-3,1,8,0,-1,-6,11,2
CC(=O)c1ccc(NC(=O)c2c(C)nn(-c3ccccc3)c2Cl)cc1,2,-5,0,3,-2,-1,0,2,-1,-3
O=C(COc1ccccc1)NCC(=O)N/N=C/c1ccco1,11,1,-4,-3,1,3,2,6,-2,1
CC(C)CC1NC(=O)c2cc(Cl)ccc2-n2c1nc1cc(F)ccc1c2=O (stereo unspecified),-14,3,-5,/,-5,-7,-2,-2,-14,0
O=C(/C=C/[C@H]1O[C@@H](n2ccc(=O)[nH]c2=O)[C@H](O)[C@@H]1O)NCc1cccs1,11,3,-3,/,4,-2,2,1,5,1
CCN(CC)c1ccc(NC(=O)c2ccccn2)cc1S(=O)(=O)Nc1ccccc1OC,-14,-2,19,-37,-7,8,9,3,-18,0
CCC(C)n1c(SCc2ccccc2)nc2ccsc2c1=O (stereo unspecified),5,2,-3,-16,5,1,-2,-6,-20,1
COc1ccccc1NC(=O)CC1CCCC1,-7,-3,5,6,0,-1,-1,-2,5,-3
O=C(Cn1cc2c(n1)CCCC2)N1CCCC1,-5,3,-5,1,5,-8,0,-9,2,2
CCOc1ccc(C(=O)NCC(=O)Nc2ccc3c(c2)OCO3)cc1OCC,-1,-2,-2,2,6,0,0,-4,4,6
CC(/C=N/NC(=O)c1cc(-c2ccc(C)s2)[nH]n1)=C\c1ccccc1,-3,3,-3,-37,-23,5,16,-8,-19,-1

# Ordered by molecular weight (low to high): three of the compounds above
SMILES,TDP2 absorb,TCR-CD3 inh,PRMT1 FP inh,HTRA1 inhibitor,SIAE inh,MBD2 DNA inh,rCAG RNA binder,GC-B act,mABHD4 FP,LEDGF integ inh
CC(=O)c1ccc(C(=O)Nc2ccc3c(c2)C(=O)NC3=O)cc1,3,7,-4,-3,-7,-7,3,-12,-4,2
CC(C)CC1NC(=O)c2cc(Cl)ccc2-n2c1nc1cc(F)ccc1c2=O (stereo unspecified),-14,3,-5,/,-5,-7,-2,-2,-14,0
O=C(c1ccccc1NS(=O)(=O)c1ccc([N+](=O)[O-])cc1[N+](=O)[O-])N1O[C@@H]2C=C[C@H]1C2,4,0,17,18,4,7,35*,-4,20,4
